Screening results from PubChem.
E-sel inducer – E-selectin induction in HUVECs, primary screen, imaging, HUVEC, immunofluorescence imaging, single point; P16581; normalized: neutral wells 0, TNF-alpha wells 100; activation, % at 7.58 µM; hit rate 0.37% among 260,000; AID 686992, 2013;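 active means mean E-selectin-positive cell signal at least 10% of the positive control, reached in at least 60% of replicates, without over 20% cell loss; inconclusive means no rule given, readout overlaps actives, possibly toxicity-flagged; inactive means the rest, including those meeting only one limit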;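 further: in these data hits start at about 27%; measured in HUVEC primary endothelial cells; signal is the percent of cells scored E-selectin positive by PE staining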
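System: HUVEC, human umbilical vein endothelial cells; quantity: 3,000 cells/well; buffer or medium: EGM-2 medium, gelatin-coated wells; dosing: single-point compound dose; detection: immunofluorescence imaging; evaluation: % PE-positive cells; benchmarks: TNF-alpha, DMSO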
DENV2 CPE – inhibitors of DENV2 cytopathic effect, primary screen, cell-based, plate reader, single concentration. AID 651640, 2012. DENV2-infected cells, cytopathic effect rescue. hit rate 1.7% among 350,000. CPE inhibition, % at 9.99 µM; in the data active means CPE inhibition above about 20%, passing the limit was not always enough; inconclusive means no clear call, values can overlap the other calls; tested in BHK-21 cells;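 further: 0% = median of neutral control wells and 100% = median of positive control wells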
PglD DTNB – C. jejuni PglD acetyltransferase inhibitors, primary screen, biochemical, DTNB colorimetric, single point. UDP-N-acetylbacillosamine N-acetyltransferase PglD (Campylobacter jejuni). purified PglD enzyme, DTNB colorimetric CoA detection. inhibition, % at 12.5 µM. hit rate 0.098% among 360,000. AID 602405, 2012; in the data active means inhibition above about 16%, passing the limit was not always enough; inconclusive means no clear call, values can overlap the other calls; further: strong numbers were not always called active
ERp5 block – inhibitors of ERp5-driven insulin aggregation, primary screen, biochemical, turbidity, absorbance 650 nm, single point; 90 min; inhibition, % at 9.99 µM; hit rate 0.05% among 350,000; AID 651711, 2012;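 active means mean replicate inhibition above about 25%, with every replicate also reaching it, limit read from the data, passing the limit was not always enough; inconclusive means only one of those two criteria met; inactive means neither criterion met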
Target sequence (Q15084 whole entry, looked up): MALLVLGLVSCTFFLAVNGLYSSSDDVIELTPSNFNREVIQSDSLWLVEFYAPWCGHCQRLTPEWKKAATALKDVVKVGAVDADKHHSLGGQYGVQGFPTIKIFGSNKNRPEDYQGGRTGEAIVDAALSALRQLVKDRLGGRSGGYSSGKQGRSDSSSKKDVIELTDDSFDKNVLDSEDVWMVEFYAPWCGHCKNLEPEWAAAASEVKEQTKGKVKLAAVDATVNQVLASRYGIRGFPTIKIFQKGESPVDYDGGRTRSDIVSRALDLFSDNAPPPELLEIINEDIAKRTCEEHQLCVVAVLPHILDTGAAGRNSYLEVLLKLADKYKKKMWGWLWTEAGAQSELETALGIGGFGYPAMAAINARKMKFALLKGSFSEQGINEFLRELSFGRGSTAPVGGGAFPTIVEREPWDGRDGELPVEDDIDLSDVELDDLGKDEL
S100A4 MyoIIA – inhibitors of S100A4-myosin IIA peptide binding, primary screen, biochemical, fluorescence polarization, TAMRA-MyoIIA peptide | Protein S100-A4 (Homo sapiens), P26447 | inhibition, % at 10.7 µM | hit rate 0.14% among 360,000 | AID 652163, 2013;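 active means mean inhibition of at least 70% across replicates, with every replicate also reaching that level; inconclusive means mean inhibition reaches 70% but some replicates fall short; inactive means mean inhibition below 70%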
Target sequence (P26447 whole entry, looked up): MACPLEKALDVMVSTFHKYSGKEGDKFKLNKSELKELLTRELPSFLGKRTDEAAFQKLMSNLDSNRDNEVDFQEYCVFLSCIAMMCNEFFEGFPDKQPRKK
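incubation = readout 5 min after mixing, signal stable up to 60 min | system = S100A4 monomer protein | buffer or medium = HEPES pH 7.2 with CaCl2, KCl, NaCl, DTT, Triton | benchmarks = neutral control DMSO, positive control TFP | also added = fluorescent myosin IIA peptide, 5 nM | compound dosing = one concentration per compound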
SIRT5 inh – SIRT5 desuccinylase inhibitors, primary screen, biochemical, fluorescence imaging, single point, set 5. Purified SirT5, succinyl-peptide AMC, trypsin-coupled fluorescence. inhibition, % at 15 µM. hit rate 1.1% among 330,000. AID 652115, 2013; in the data active means inhibition above about 15%; inconclusive means no clear call, values can overlap the other calls
Target sequence (Q9NXA8 whole entry, looked up): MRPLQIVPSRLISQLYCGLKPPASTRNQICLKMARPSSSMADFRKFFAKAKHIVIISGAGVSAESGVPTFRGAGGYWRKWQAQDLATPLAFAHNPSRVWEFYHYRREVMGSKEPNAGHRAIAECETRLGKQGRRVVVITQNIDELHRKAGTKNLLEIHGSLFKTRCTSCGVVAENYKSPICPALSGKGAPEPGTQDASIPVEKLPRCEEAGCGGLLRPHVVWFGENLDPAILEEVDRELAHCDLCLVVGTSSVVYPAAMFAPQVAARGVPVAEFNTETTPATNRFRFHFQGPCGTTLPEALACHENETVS
Statin myotox sup – suppressors of statin myotoxicity in C2C12 myotubes, primary screen, cell-based, single point, plate reader; hit rate 0.78% among 330,000; rescue of ATP level, % at 7.49 µM; C2C12 myotubes + simvastatin, ATP luminescence, 48 h; scaled: DMSO 0, geranylgeraniol control 100;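 active means mean ATP rescue above about 67%, or every replicate alone reaching that limit, limit read from the data, passing the limit was not always enough; inconclusive means no clear call, values can overlap the other calls; inactive means mean under the limit and some replicate under it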;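 further: myotubes were challenged with 10 µM simvastatin during compound exposure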
Starred values were filed as active, the others as inactive; ? = inconclusive; . = no result given; & = joins results of further samples; ! = a repeat was not active. This is a subset; count on the stated rates, not on these rows.

SMILES	E-sel inducer	DENV2 CPE	PglD DTNB	ERp5 block	S100A4 MyoIIA	SIRT5 inh	Statin myotox sup
CO[C@@H](CN(C)S(=O)(=O)c1cccc(Cl)c1)[C@H](C)CN([C@@H](C)CO)S(=O)(=O)c1ccc(Cl)cc1	0.1	4	2	4	-2	-2	-1
Cn1ncc(N=Cc2c(O)ccc3ccccc23)c1C(=O)Nc1cccc(Cl)c1	.	.	.	-4	0	0	.
CC(C)=CCCC1=CC[C@H]2[C@@H](C1)C(C(C)C)=CC(=O)[C@@]2(C)O	0.0	-14	.	-7	-3	.	.
O=C(Nc1ncccn1)c1ccc([N+](=O)[O-])cc1	1.1	1	.	-2	-5	0	.
Cc1ccc(-n2nc3c(=O)n(CCCC(=O)NCCc4ccccc4C)nc(C)c3c2C)cc1	-0.1	2	.	.	1	-4	.
CC(=O)c1cccc(NC(=O)COC(=O)c2ccc(S(C)(=O)=O)c([N+](=O)[O-])c2)c1	.	-9	.	-1	-1	-1	.
Cc1cc(C(=O)Nc2ccccc2C(=O)O)oc1C	.	-1	1	-1	0	-3	-11
CC(=O)c1cccc(OCC(=O)N2CCCc3ccccc32)c1	.	-3	11	-1	-3	-2	12
CCCNC(=O)N[C@@H]1C=C[C@@H](CC(=O)N2CCN(C)CC2)O[C@H]1CO	-0.3	15	-1	2	2	1	8
COc1ccc(CN2C(=O)c3ccccc3C2=O)cc1C(=O)OC(C)C(=O)NC(N)=O (centres undefined)	.	-4	.	3	32	1	.
COc1ccc(NC(=O)Nc2ccc3c(c2)C(=O)N([C@@H](C)CO)C[C@H](C)[C@@H](CN(C)S(=O)(=O)c2ccc(C)cc2)OCCCC[C@H](C)O3)cc1	.	-1	2	2	0	0	.
O=C(NCC(=O)N(c1cccc(F)c1)C(C(=O)NC1CCCC1)c1cccnc1)c1ccco1 (centres undefined)	0.0	3	0	7	-1	-6	1
Cc1ccc(N/C(N)=N/c2nc(C(F)(F)F)cc(C(F)(F)F)n2)cc1	1.5	.	-8	-13	1	8	-2
O=C(Nc1ccc2c(c1)OCCO2)c1oc2ccccc2c1NC(=O)C1CC1	.	-1	.	2	2	1	.
Nc1nnc(SCC(=O)Nc2ccc(N3CCOCC3)c(Cl)c2)s1	-0.3	10	-4	6	5	-24	-54
O=S(=O)(Nc1ccc2ccccc2c1)N1CCCCC1	0.3	?	2	-4	-4	.	-7
CCN1C(=NCCc2ccc([N+](=O)[O-])cc2)N[C@@H](c2ccccc2)[C@H](C(=O)OC)[C@H]1C	1.6	.	0	.	.	.	-6
O=C(Nc1cc(F)ccc1F)N[C@H]1CC[C@@H](CCn2cc(C3CCCCC3)nn2)O[C@H]1CO	0.5	0	-2	-4	-3	-10	-5
N/C(=N\NS(=O)(=O)c1ccccc1)c1ccccn1	10	1	1	1	-2	-4	-2
CO[C@@H]1CN(C)C(=O)c2ccc(NC(=O)C3CC3)cc2OC[C@H](C)N(C(=O)C2CCCCC2)C[C@@H]1C	0.0	6	-2	-5	2	4	7
NC(=O)C1CCN(c2cc(Cl)ccc2[N+](=O)[O-])CC1	0.7	-5	.	1	-3	-1	.
C[C@H](CO)N1C[C@H](C)[C@H](CN(C)CC2CC2)OCCCC[C@H](C)Oc2ccc(NC(=O)C3CCCCC3)cc2C1=O	0.1	3	.	-4	4	3	.
COc1ccc(CN(C(=O)c2ccc(CN3CCOCC3)o2)C(C(=O)NCC2CCCO2)c2ccc(F)cc2)cc1 (centres undefined)	-1.2	-7	-4	2	2	-1	-7
O=S(=O)(c1cnc(Cl)c(Br)c1)N1CCc2ccccc21	-0.1	-8	-7	4	1	-1	4

An excerpt of these results, as a markdown table:
| SMILES | E-sel inducer | DENV2 CPE | PglD DTNB | ERp5 block | S100A4 MyoIIA | SIRT5 inh | Statin myotox sup |
| --- | --- | --- | --- | --- | --- | --- | --- |
| CCCNC(=O)N[C@@H]1C=C[C@@H](CC(=O)N2CCN(C)CC2)O[C@H]1CO | -0.3 | 15 | -1 | 2 | 2 | 1 | 8 |
| COc1ccc(CN2C(=O)c3ccccc3C2=O)cc1C(=O)OC(C)C(=O)NC(N)=O (centres undefined) | . | -4 | . | 3 | 32 | 1 | . |

Back to the main list, repeating the seven entries before the break.
SMILES	E-sel inducer	DENV2 CPE	PglD DTNB	ERp5 block	S100A4 MyoIIA	SIRT5 inh	Statin myotox sup
O=C(Nc1cc(F)ccc1F)N[C@H]1CC[C@@H](CCn2cc(C3CCCCC3)nn2)O[C@H]1CO	0.5	0	-2	-4	-3	-10	-5
N/C(=N\NS(=O)(=O)c1ccccc1)c1ccccn1	10	1	1	1	-2	-4	-2
CO[C@@H]1CN(C)C(=O)c2ccc(NC(=O)C3CC3)cc2OC[C@H](C)N(C(=O)C2CCCCC2)C[C@@H]1C	0.0	6	-2	-5	2	4	7
NC(=O)C1CCN(c2cc(Cl)ccc2[N+](=O)[O-])CC1	0.7	-5	.	1	-3	-1	.
C[C@H](CO)N1C[C@H](C)[C@H](CN(C)CC2CC2)OCCCC[C@H](C)Oc2ccc(NC(=O)C3CCCCC3)cc2C1=O	0.1	3	.	-4	4	3	.
COc1ccc(CN(C(=O)c2ccc(CN3CCOCC3)o2)C(C(=O)NCC2CCCO2)c2ccc(F)cc2)cc1 (centres undefined)	-1.2	-7	-4	2	2	-1	-7
O=S(=O)(c1cnc(Cl)c(Br)c1)N1CCc2ccccc21	-0.1	-8	-7	4	1	-1	4
COc1cc(NC(=O)c2cccc([N+](=O)[O-])c2)ccc1NC(=O)c1ccco1	.	10	.	-4	-10	1	.
C[C@@H]1CN([C@H](C)CO)C(=O)c2cc(C#Cc3cccnc3)cnc2O[C@@H]1CN(C)C(=O)CN(C)C	-0.1	35*	3	-2	2	-12	1
COc1cc(NC(=O)c2ccccc2)ccc1NC(=O)Cc1ccccc1	0.0	4	-1	2	0	-4	3
CC(C)CC(N)c1csc(NC(=O)Nc2ccccc2C(C)(C)C)n1 (centres undefined)	0.0	-6	4	4	-4	1	-6
COC(=O)C1=C(C)N(C)C(=NCc2ccc3c(c2)OCO3)NC1c1ccc(C(F)(F)F)cc1 (centres undefined)	-0.3	15	.	4	-2	.	.
O=S(=O)(N[C@@H]1CC[C@@H](CCn2cc(-c3ccc(F)cc3)nn2)O[C@H]1CO)c1ccccc1F	0.5	-2	1	-5	-5	0	3
COc1ccc(C(=O)Nc2cccc3c2CCCC3)cc1	.	-5	5	-1	1	-4	-7
CC(O)Cc1cn([C@@H](CCCCNC(=O)OC(C)(C)C)C(=O)N2CCN(C(=O)OC(C)(C)C)CC2)nn1 (some centres undefined)	-0.2	-1	-4	2	-23	.	6
O=C1C(Cc2ccccc2)Nc2ncnc(N3CCCCC3)c2N1Cc1ccccc1 (centres undefined)	-0.1	-4	-5	2	2	.	19
O=C(Cc1ccccc1)N1CC[C@@H]2[C@H](CO)Nc3ccc(Br)cc3[C@@H]21	-0.8	8	-1	4	4	2	11
COC(=O)NCC(c1cccnc1)N1CCN(c2ccccc2F)CC1 (centres undefined)	.	0	7	1	-2	-1	-2
COc1ccccc1NC(=O)N1CCCCN2[C@H](CO)[C@H](c3ccc(C#CC4CC4)cc3)[C@H]2C1	.	-4	.	2	-8	4	.
Cc1ccc2[nH]c(=O)c(CN(CC3CCCO3)C(=S)Nc3ccccc3)cc2c1 (centres undefined)	0.8	?	4	3	1	1	-44
CCOCCCNC(=O)c1ccc(NC(=O)C2CCCO2)cc1 (centres undefined)	-0.1	0	7	2	-3	-1	4
COc1ccccc1C(=O)Nc1ccnn1C1CCN(C/C=C/c2ccccc2)CC1	-0.2	-2	-4	1	-2	-2	-7
COc1ccc(-n2nc(C(=O)NCC(=O)Nc3cc(C)ccc3OC)c3ccccc3c2=O)c(OC)c1	0.0	5	4	3	-3	2	-47
Cc1cccc(NC(=O)CSc2nc3ccccc3c(=O)n2C)c1	0.1	-2	-3	-2	1	-1	6
COc1ccccc1-c1nnc(SCC(=O)Nc2ccccc2)o1	.	2	-3	3	-4	-2	13
CC(C)(C)[C@H]1C=C(C(=O)N2CCOCC2)O[C@@H](OCc2ccc(CO)cc2)C1	0.0	36*!	-6	2&2	-2&20	-1	1
Cc1cccc(C(=O)N2CCCC(CCC(=O)N3CCN(c4ccccn4)CC3)C2)c1C (centres undefined)	.	5	.	4	-4	-4	-8
O=C(Nc1cc(S(=O)(=O)Nc2ccc(Cl)cc2)ccc1N1CCCCC1)c1ccc(F)cc1Cl	.	-2	.	0	-2	-3	.
CCOc1ccc(S(=O)(=O)NCCC(=O)N(C)Cc2cccs2)cc1	6.9	?	-1	1	-1	-1	-3
O=C(C[C@@H]1CC[C@H]2[C@@H](COC[C@@H](O)CN2CCC(F)(F)F)O1)NCC1CCCCC1	0.1	1	-3	.	.	.	4
COc1cc(NS(=O)(=O)c2c(C)[nH]c(C)c2C(=O)N2CCCC2)cc(OC)c1OC	1.3	12	-6	-1	0	-7	-1
O=C(C[C@H]1C=C[C@@H](NC(=O)CN2CCOCC2)[C@@H](CO)O1)NC1CCCCC1	0.1	3	2	-3	2	-1	8
C[C@H](O)C#Cc1ccc2c(c1)O[C@@H](CN(C)Cc1ccc(-c3ccccc3)cc1)[C@H](C)CN([C@@H](C)CO)S2(=O)=O	0.1&-0.2	1&-10&-7	-1&4&4	-13&2&-6	3&5&2	17*!	-47&-8&-72
COc1ccc(/C=N/NC(=O)c2cc3cc(OC)c(OC)cc3[nH]2)cc1	0.8	6	3	0	0	-1	-12
N#C[C@@H]1[C@H](c2ccccc2C2=CCCC2)[C@@H](CO)N1S(=O)(=O)c1ccccc1	0.0	1	.	-6	10	.	.
Cc1ccccc1S(=O)(=O)NC(=O)C1(C)CCN1C(=O)c1cccc2ccccc12 (centres undefined)	-0.2	-1	0	1	-5	2	2
C[C@H]1CN([C@@H](C)CO)S(=O)(=O)c2ccc(-c3ccccc3F)cc2O[C@@H]1CN(C)Cc1ccncc1	0.1	-5	-3	-1	3	9	-63
CCOC(=O)Cc1ccc(Nc2nc(NCCOC)nc3ccsc23)cc1	0.2	7	3	1	1	.	4
CCOc1ccccc1N1CCN(C(=O)c2ccc3[nH]c4c(c3c2)CCCC4)CC1	-0.9	1	1	0	0	-4	17
CNNC(=S)NCCC1=CCCCC1	.	-5	.	1	-1	-3	3
CCC(CO)Oc1cc(NCc2ccc(O)cc2)c2ncn(C(C)C)c2c1 (centres undefined)	0.0	-16	-3	1	-2	-1	13
Cn1c(SCC(=O)NCC2CCCO2)nc2scc(-c3ccccc3)c2c1=O (centres undefined)	-0.4	1	8	.	-3	2	-23
OCCN(Cc1ccccc1)C(=S)Nc1ccc(Cl)cc1Cl	.	-3	.	-2	37	-6	.
CC(NC(=O)CCC(=O)c1ccccc1)c1ccc(F)cc1 (centres undefined)	-0.1	-4	-3	-10	-5	-3	6
O=C(NC1CCC1)[C@@H]1[C@@H](CO)[C@@H]2Cn3c(ccc(C4=CCCC4)c3=O)[C@H]1N2CC1CC1	-0.6	-4	2	-1	?	1	14
Cc1ccc(CS(=O)Cc2ccc(C(=O)NCc3ccc(OC(C)C)cc3)o2)cc1 (centres undefined)	.	11	5	0	-2	-3	0
